RXFP1 agonist – qHTS Assay for Agonists of the Relaxin Receptor RXFP1. 370,000 tested, 0.3% active. AID 2676, 2010. Potency, µM (doses to about 57.5 µM), inactives show at the highest dose activation, usual class: activators. HEK293T-RXFP1 cAMP TR-FRET, 30 min; response scale: percent of porcine relaxin response, buffer zero. Relaxin receptor 1 (Homo sapiens), Q9HBX9; note: potency is the fitted concentration of half-maximal effect; % is set by controls: 0 for no effect and ±100 for the full control effect; nearly all actives have a fitted effect of over 60% in size; many of its hits are not listed in these tables
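HEK293 cells stably expressing RXFP1, treated 30 min at 37C with compounds plus PDE4 inhibitor Ro 20174; cAMP measured by HTRF TR-FRET. Normalized to buffer and 29 nM porcine relaxin; EC50 by Hill fit.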
mIDH1 inhibitor – qHTS for Inhibitors of mutant isocitrate dehydrogenase 1 (IDH1): qHTS | Isocitrate dehydrogenase [NADP] cytoplasmic (Homo sapiens), O75874 | IDH1-R132H enzyme, NADPH consumption, diaphorase/resazurin fluorescence | Potency, µM (series often up to 76.6 µM), for inactives: at the top dose activity change, negative = inhibition, usual class: inhibitors | 390,000 tested, 0.093% active | AID 602179, 2012; note: potency is the fitted concentration of half-maximal effect; % is set by controls: 0 for no effect and ±100 for the full control effect; nearly all actives have a fitted effect of over 65% in size
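IDH1-R132H (0.5 ug/mL) preincubated 30 min with compound, then NADPH (0.016 mM) and alpha-KG (2 mM) added; 80 min at RT, pH 7.5. Remaining NADPH coupled via diaphorase/resazurin to fluorescence (540/590 nm); concentration-response curves normalized to no-enzyme control.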
Vif-A3G inh – qHTS for Inhibitors of Vif-A3G Interactions: qHTS; DNA dC->dU-editing enzyme APOBEC-3G (Homo sapiens), Q9HC16; HeLa A3G-eYFP + Vif (tagged APOBEC3G with the HIV-1 protein that degrades it), YFP fluorescence, overnight; Potency, µM (titrated, usually from 46.1 µM), for inactives: at the highest dose activity, negative = active, actives largely listed as inhibitors; 410,000 tested, 0.076% active; AID 602310, 2012;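 note: potency is the fitted concentration of half-maximal effect; % is set by controls: 0 for no effect and ±100 for the full control effect; nearly all actives have a fitted effect of over 60% in size; hits raise eYFP signal because A3G escapes Vif-driven loss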
Target sequence (Q9HC16 whole entry, looked up): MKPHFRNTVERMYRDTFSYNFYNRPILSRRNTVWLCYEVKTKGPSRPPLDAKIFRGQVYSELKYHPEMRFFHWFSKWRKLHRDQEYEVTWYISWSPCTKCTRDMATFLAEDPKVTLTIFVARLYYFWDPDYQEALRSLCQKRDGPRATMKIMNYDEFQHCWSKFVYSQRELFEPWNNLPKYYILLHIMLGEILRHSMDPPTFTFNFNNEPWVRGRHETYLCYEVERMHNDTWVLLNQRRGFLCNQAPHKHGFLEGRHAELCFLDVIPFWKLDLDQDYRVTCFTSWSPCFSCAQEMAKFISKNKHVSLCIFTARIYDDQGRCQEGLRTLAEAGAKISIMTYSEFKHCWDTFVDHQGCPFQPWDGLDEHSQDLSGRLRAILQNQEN
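HeLa cells stably expressing Vif and C-terminally eYFP-tagged A3G, seeded overnight at 37 deg C, then exposed to compound by pintool overnight at 37 deg C. Rise in yellow fluorescence (Ex 488/Em 500-530, Acumen) marks blocked Vif-driven A3G degradation.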
TrxR1 substrate – qHTS Assay for Substrates of Mammalian Selenoprotein Thioredoxin Reductase 1 (TrxR1): qHTS; Thioredoxin reductase 1, cytoplasmic (Rattus norvegicus), O89049; purified TrxR1 substrate turnover, NADPH consumption readout; Potency, µM (titrated, usually from 114 µM), for inactives: at the top dose activity change, negative = substrate turnover; 390,000 tested, 0.01% active; AID 588456, 2011; note: potency is the fitted concentration of half-maximal effect; % is set by controls: 0 for no effect and ±100 for the full control effect; nearly all actives have a fitted effect of over 50% in size
Target sequence (O89049 whole entry, looked up): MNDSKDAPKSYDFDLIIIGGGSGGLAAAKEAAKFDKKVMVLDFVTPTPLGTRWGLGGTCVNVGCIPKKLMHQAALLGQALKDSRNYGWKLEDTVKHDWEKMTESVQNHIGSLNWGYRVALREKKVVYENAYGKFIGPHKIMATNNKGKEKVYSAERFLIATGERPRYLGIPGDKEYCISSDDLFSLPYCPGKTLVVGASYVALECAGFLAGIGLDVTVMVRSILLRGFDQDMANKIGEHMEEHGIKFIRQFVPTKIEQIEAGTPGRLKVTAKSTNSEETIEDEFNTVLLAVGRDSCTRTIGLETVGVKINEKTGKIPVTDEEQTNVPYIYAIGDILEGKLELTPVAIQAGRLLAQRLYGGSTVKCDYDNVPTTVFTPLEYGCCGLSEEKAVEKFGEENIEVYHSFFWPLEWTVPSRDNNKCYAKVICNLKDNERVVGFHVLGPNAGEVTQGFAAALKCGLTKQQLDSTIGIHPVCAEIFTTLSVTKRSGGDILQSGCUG
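Rat TrxR1, dispensed at 90 nM, was prereduced with 400 uM NADPH (final) for 5 min at ~22 deg C, then incubated with compound 15 min before 400 uM selenite. A first-read NADPH fluorescence drop versus no-compound background flagged substrates.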
Vif-A3F inh – qHTS for Inhibitors of Vif-A3F Interactions: qHTS; Potency, µM (titrated, usually from 46.1 µM), without a hit: at the top dose activity, negative = active; AID 602313, 2012; HeLa A3F-eYFP + Vif (tagged APOBEC3F with the HIV-1 protein that degrades it), YFP fluorescence increase; 390,000 tested, 0.2% active; note: potency is the fitted concentration of half-maximal effect; % of control where 0% means no effect; nearly all actives have a fitted effect of over 65% in size
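Fluorescence increase (Ex 488/Em 500-530) after overnight compound treatment at 37 deg C flags inhibition of Vif-driven A3F-eYFP loss in stable HeLa A3F-eYFP/Vif cells seeded overnight beforehand.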
USP1 inh – Inhibitors of USP1/UAF1: Primary Screen | 390,000 tested, 0.23% active | Potency, µM (highest dose often 57.1 µM), inactives show at the highest dose activity change, negative = inhibition, usual class: inhibitors | Ubiquitin carboxyl-terminal hydrolase 1 (Homo sapiens), O94782 | recombinant USP1/UAF1, Ub-Rhodamine cleavage fluorescence; note: potency is the fitted concentration of half-maximal effect; % is set by controls: 0 for no effect and ±100 for the full control effect; nearly all actives have a fitted effect of over 60% in size; inactives centre near -12
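Step one: compound is pinned into 1nM USP1/UAF1 in HEPES pH 7.8 buffer with TCEP. Step two: 15 min room-temperature incubation. Step three: Ub-Rho (150nM final) starts cleavage, tracked by fluorescence over six one-minute reads.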
PI4K2A inh – qHTS for small molecular inhibitors of PI4K2A; Phosphatidylinositol 4-kinase type 2-alpha (Homo sapiens), Q9BTU6; purified PI4K2A, ADP-Glo luminescence, 1 h; stronger effect = lower value; activity change, negative = inhibition, % at 76.9 µM; 420,000 tested, 0.13% active; in the data active = activity change below about -50%; inconclusive = mostly about -30% to -49%;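 note: -100% = wells without enzyme as full effect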
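ADP-Glo luminescence measured ADP generated by PI4K2A enzyme (4 ug/mL before mixing) with 1.2 mM PI substrate (pre-mix) and 300 microM ATP (pre-mix). Tris pH7.5 buffer with MgCl2, Triton X-100; 1 h reaction at ambient temperature.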
GRP78 ERSR act – qHTS for Inducers of the Endoplasmic Reticulum Stress Response (ERSR) in Human Glioma: qHTS; Potency, µM, without a hit: at the highest dose activation, most hits filed as activators; 420,000 tested, 0.02% active; U87-MG GRP78 promoter luciferase reporter, 16 h; note: potency is the fitted concentration of half-maximal effect; series mostly up to about 76 µM; % of control where 0% means no effect; nearly all actives have a fitted effect of over 35% in size
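Stably transfected U87-MG glioma cells carrying a GRP78-based luciferase sensor; 16 h compound incubation. Luminescence end-point read 10 min after Bright-Glo addition at room temperature.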
LDHA block – qHTS assay for inhibitors of human lactate dehydrogenase; L-lactate dehydrogenase A chain (Homo sapiens), P00338; purified LDHA, NADH/diaphorase-resazurin fluorescence; stronger effect = lower value; activity change, % (values are at about 110 or 230 µM); 480,000 tested, 0.15% active; in the data active = activity change below about -30%; inconclusive = mostly about -25% to -30%;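 note: plate controls were DMSO wells for no effect and wells without enzyme for full effect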
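Remaining NADH was detected by diaphorase (0.133 mg/mL) converting 37 µM resazurin to fluorescent resorufin, read at 0 and 20 minutes. The preceding 5-minute room-temperature reaction used 2 nM LDHA, 0.2 mM sodium pyruvate and 0.06 mM NADH at pH 7.4.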
An asterisk follows results filed as active; ? = inconclusive; . = no result given; & = joins results of further samples; [ ] = dose if it differs, or a comment. Unless noted, calls come from the whole dose curve; as a rule, active = well fitted curve in the direction sought with a large enough effect; inconclusive = small, poorly fitted or top-dose-only effect, or another doubt; inactive = no such curve, though single readings can be large; an effect the other way counts as inactive or inconclusive.

SMILES	RXFP1 agonist	mIDH1 inhibitor	Vif-A3G inh	TrxR1 substrate	Vif-A3F inh	USP1 inh	PI4K2A inh	GRP78 ERSR act	LDHA block
COc1ccc(NC(=O)C(Sc2nnc3ccccn23)c2ccccc2)cc1Cl (stereo not drawn)	1.6%	1%	-4%	5%[57.1 µM]	-1%	-2%	7	1%	-1
CN(C(=O)CSc1nnc(-c2ccccc2F)o1)c1ccccc1	2.4%	2%	-3%	-6%	-2%	-12%	5	-3%	-4
CC(C)(C)C(=O)NC(=S)NCCc1ccccc1	-1.4%	4%	0%	-16%	3%	-7%	-3	-5%	-1
CN(CC(=O)NCCc1ccc(S(N)(=O)=O)cc1)CC(=O)Nc1ccccc1Cl	1.0%	1%	-4%	0%	0%	-18%	-2	-4%	-9
CN(c1cccc(Cl)c1)S(=O)(=O)c1cccc(C(=O)NN2CCOCC2)c1	3.1%	-6%	3%	2%	1%	-22%	-4	-4%	-18
OCCN1CCN(c2nc(-c3ccccc3)c3cc(Br)ccc3n2)CC1	7.8%	-6%	-2%	-4%	1%	-4%	1	-4%	6
Cc1[nH]n(-c2ccccc2)c(=O)c1N=Nc1ccc(C#N)cc1	0.6%	7%	-6%	2%	4%	-2%	-4	-4%	-4
Cc1ccsc1CNCC(O)c1ccccc1 (stereo not drawn)	0.0%	-6%	2%	3%	0%	-5%	1	1%	-2&-18
Cc1ccccc1C(=O)Nc1ccc(S(=O)(=O)N2CCN(C)CC2)cc1	-0.2%	3%	2%	-4%[11.4 µM]	0%	3%	-10	-1%	-6
O=C1CSC(c2cccnc2)N1CC1CC1 (stereo not drawn)	0.0%	-6%	-1%	-3%	4%	-20%	-3	-6%	-2
CC1(C(=O)Nc2ccc3ccccc3c2)CCC(=O)N1CCc1c[nH]c2ccccc12 (stereo not drawn)	.	.	-16%	.	.	.	-5	-3%	-5
Cc1nn(Cc2ccccc2)c(C)c1NC(=O)c1cc(C(C)C)on1	8.0%	18%	9%	-2%	-11%	-4%	-6	-1%	1
COc1ccc(CCNC(=O)c2ccc(=O)[nH]c2)cc1OC	0.2%	-3%	-1%	9%[57.1 µM]	3%	-13%	1	4%	-1
CCN(CC)c1ccc(-c2sc(Nc3ccccc3)n[n+]2-c2ccc(F)cc2)cc1	?	-21%	-1%	-7%	?	?	2	0%	-11
COc1ccccc1-c1n[nH]c(=S)n1N	-2.1%	-12%	1%	4%[57.1 µM]	9%	-13%	-1	-4%	-9
O=C1CCCN2N=C(SCC(=O)Nc3ccc(Cl)cc3)SC2=N1	3.0%	2%	-8%	-10%[57.1 µM]	11%	-22%	1	-4%	-5
O=C(CSc1nccn1Cc1ccco1)Nc1cccc(F)c1	0.9%&-0.5%	-1%&-2%	1%&6%	6%	3%&-6%	-10%&4%	-2&-5	4%&0%	-5&-3
CC(C)(Oc1ccc(Cl)cc1)C(=O)NNC(=O)c1ccc(Br)o1	0.2%	14%	-5%	6%	-5%	-11%	0	-4%	-1
CC(C)[C@H](NS(=O)(=O)c1ccccc1)C(=O)OCC(=O)NC1CCCCC1	.	6%	2%	8%	-9%	-11%	-5	0%	2
O=C(CNc1ccc(C(F)(F)F)cc1)Nc1cccc(S(=O)(=O)N2CCCCC2)c1	.	2%	-18%	.	-14%	?	-4	0%	-1
CCN(CC)CCCNC(=O)c1cc2nc3c(c(C(F)(F)F)n2n1)CCc1ccccc1-3	0.3%	4%	-2%	14%[57.1 µM]	-1%	?	5	0%	2
Cc1ccc(CCNC(=O)c2ccc3c(Cl)c4c(nc3c2)CCCC4)cc1	4.7%	3%	5%	4%	5%	?	7	-2%	2&0
CN1CCN(S(=O)(=O)c2ccc(NS(=O)(=O)c3ccccc3)cc2)CC1	-1.5%	1%	-1%	-12%	-12%	-7%	2	-2%	-2
Cc1ccc(Cl)cc1-c1ccc(/C=N/n2cnnc2)o1	-0.6%	2%	-15%	13%	-3%	-9%	1	2%	-15
COc1ccc(-c2nc(N)n(C(=O)c3ccccc3)n2)cc1	1.3%	9%	-6%	-4%[57.1 µM]	-6%	-2%	11	8%	-3
COc1ccccc1Cc1nc2ccccc2nc1SCC(=O)Nc1c(C)cccc1C	-1.2%	10%	0%	-1%[57.1 µM]	-6%	-18%	3	1%	4
Cc1cccc(C)c1NC(=O)CSc1nc2ncccc2o1	-0.7%	6%	-2%	5%[57.1 µM]	0%	-7%	3	-3%	-4
CCOC(=O)N1CCN(CC(=O)N2c3ccccc3CCc3ccccc32)CC1	-0.3%	8%	0%	-5%	4%	-13%	1	-3%	-23
Cc1ccc(S(=O)(=O)NCCNc2ccc([N+](=O)[O-])cc2)cc1	5.3%	9%	2%	-13%	10%	-18%	-4	-4%	0
CNS(=O)(=O)c1cccc(C(=O)OCc2csc(-c3ccccc3)n2)c1	3.1%	7%	-3%	-3%	2%	-14%	2	3%	-1
Cc1ccc(C)c(N2CCN(C(=O)CCNC(=O)Cn3ccc4ccccc4c3=O)CC2)c1	0.6%	4%	2%	3%	-2%	-4%	2	-2%	-9
CCCCOc1ccccc1C(=O)Nc1nonc1-c1ccccc1	-1.8%	23%	9%	-8%	0%	3%	-5	-5%	2
O=C1CC(N2CCC(c3nc4ccccc4o3)CC2)C(=O)N1c1ccc(Cl)c(C(F)(F)F)c1 (stereo not drawn)	1.4%	6%	-5%	1%	-2%	-12%	-1	-3%	-2
O=S(=O)(c1ccc(Cl)c(NC(=S)N/N=C/c2c(F)cccc2F)c1)N1CCOCC1	1.4%	-20%	-13%	-5%	-8%	1%	0	-2%	1
N#Cc1c(C(F)(F)F)cc(-c2ccc(Cl)cc2)[nH]c1=O	4.4%	1%	1%	897%[activator]	7%	-17%	8	-4%	-5
Cc1nc(C(=O)N2CCC(C)(C(=O)NS(=O)(=O)C3CC3)C2)c(C)o1 (stereo not drawn)	.	.	-4%	.	.	.	-3	0%	-7
CCc1ccc(NC(=O)CN2C(=O)CSC2=O)cc1	1.1%	4%	-4%	-7%	-7%	2%	3	6%	-8
COc1cc(NC(=O)Cc2ccccc2)ccc1NC(=O)Cc1ccccc1	0.4%	12%	0%	2%	3%	-3%	-1	-5%	-12
CC1CCN(C(=O)c2ccc(CNS(=O)(=O)c3ccc(C(C)(C)C)cc3)cc2)CC1	.	-9%	4%	-3%	-4%	-15%	5	-5%	-2
COc1ccc(OC)c(C2=NOC(C(=O)NCC3CCCO3)C2)c1 (stereo not drawn)	0.0%	1%	0%	11%	-12%	-14%	1	-4%	-9
O=C(CN1C(=O)/C(=C\c2cccc(Cl)c2)Sc2ccccc21)NCCCN1CCOCC1	-0.7%	-5%	1%	3%	-8%	-13%	-4	2%	0
CC1CN(C(=O)COC(=O)[C@@H]2CC(O)CN2S(=O)(=O)c2ccc3c(c2)OCCO3)CC(C)O1 (stereo partly drawn)	0.6%	6%	-3%	-5%	0%	-18%	5	-4%	-2
CC(C)CN(CC(C)C)C(=O)C12CCC(C)(C(=O)O1)C2(C)C (stereo not drawn)	-1.1%	-1%	0%	-3%[57.1 µM]	-5%	6%	5	-3%	-3
COC(=O)c1ccc(COC(=O)CCNS(=O)(=O)c2ccc(C)c(C)c2)cc1	1.6%	-5%	5%	1%	10%	-21%	3	-1%	-4
CC[C@]12c3[nH]c4ccccc4c3CCN1C(=O)C(CC(=O)NCc1cccc(C(F)(F)F)c1)C[C@@H]2C(=O)N1CCN(C(=O)C2CC2)CC1 (stereo partly drawn)	.	-5%	-3%	-6%	3%	?	4	-4%	0
CCC(C)c1ccc(O)c(NC(=S)NC(=O)c2cccnc2)c1 (stereo not drawn)	-1.4%	8%	-10%	-9%	-12%	-22%	1	5%	-3

In the list so far, two have a tert-butyl group:
SMILES	RXFP1 agonist	mIDH1 inhibitor	Vif-A3G inh	TrxR1 substrate	Vif-A3F inh	USP1 inh	PI4K2A inh	GRP78 ERSR act	LDHA block
CC(C)(C)C(=O)NC(=S)NCCc1ccccc1	-1.4%	4%	0%	-16%	3%	-7%	-3	-5%	-1
CC1CCN(C(=O)c2ccc(CNS(=O)(=O)c3ccc(C(C)(C)C)cc3)cc2)CC1	.	-9%	4%	-3%	-4%	-15%	5	-5%	-2

Source: PubChem (National Center for Advancing Translational Sciences (NCATS))

A portion of the library; count on the stated rates, not on these rows.
